LMP1 NFkB inh: inhibitors of Epstein-Barr LMP1-induced NF-kappaB reporter | actives 0.69% (n = 350,000) | LMP1-induced NF-kappaB luciferase reporter cells, luminescence | inhibition, % at 12.5 µM; in the data active means inhibition above about 41%;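 further: 0% = neutral control wells and 100% = reference inhibitor control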
HIF-2a block: blocks HIF-2a reporter activity. 786-0 RCC cells HIF-2a reporter, luciferase luminescence, overnight. inhibition, % at 18.8 µM. actives 0.72% (n = 360,000);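 active means inhibition of the luminescence signal of 40% or more relative to plate controls, in a single-dose primary screen at 18.75 µM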
TRAIL sens C8: sensitizes caspase-8 expressing cells to TRAIL. NB7+C8 cells + TRAIL, ATPlite viability luminescence. inhibition (viability loss, TRAIL sensitization), % at 10 µM. AID 624354. actives 1% (n = 360,000);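 active means compounds causing at least 50% loss of cell viability in the single-dose screen, relative to plate controls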
iPSC survival up: enhancers of human iPSC single-cell survival; hiPSC single-cell survival, ATPlite luminescence; 100% = ROCK inhibitor wells, 0% = DMSO; survival enhancement, % at 20 µM; actives 0.044% (n = 360,000); AID 602274; in the data active means survival enhancement above about 18%;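 further: cells exposed to compounds for 16 hours before the ATP read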
Peg3 promoter: inhibitors of Peg3 promoter; inhibition, % at 20 µM; HeLa PEG-Prom luciferase reporter, luminescence, overnight; actives 1.7% (n = 360,000); AID 588405;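 active means inhibition of at least 50% at 20 µM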
CF NFkB block: inhibitors of cystic fibrosis induced NF-kB | inhibition, % at 5 µM | AID 588850 | actives 0.86% (n = 360,000) | KKLEB NF-kB-GFP reporter, PAF-induced, GFP fluorescence overnight;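 active means at least 50% inhibition at 5 µM, scaled per plate between neutral and stimulator controls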;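 further: PAF is a Pseudomonas aeruginosa culture filtrate used as stimulus; plate controls were PAF-stimulated DMSO wells for no effect and unstimulated DMSO wells for full effect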
Shn3 3UTR inh: Schnurri-3 reporter inhibition in Clone20 osteoblasts. Clone20 osteoblast Shn3 3'UTR firefly luciferase, 24 h. inhibition, % at 12.5 µM. actives 0.52% (n = 360,000);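 active means mean inhibition of at least 75% with every replicate also reaching 75%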;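 further: 0% = median of neutral control wells and 100% = pilot-screen positive control compound; some compounds past the cut are filed as inactive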
NR2E3 ag-1: activates human photoreceptor nuclear receptor NR2E3 | Q9Y5X4 | actives 0.12% (n = 320,000) | GST-NR2E3/biotin-RetCOR TR-FRET, 1536-well | inhibition of corepressor binding, % at 4.78 µM | AID 2300;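 active means percent inhibition above the cutoff of mean plus 3 SD of all tested compounds, set per screening campaign, cut at about 20% in these data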;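 further: 0% = DMSO wells and 100% = biotin wells as full block of FRET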
Target sequence (Q9Y5X4 whole entry, looked up): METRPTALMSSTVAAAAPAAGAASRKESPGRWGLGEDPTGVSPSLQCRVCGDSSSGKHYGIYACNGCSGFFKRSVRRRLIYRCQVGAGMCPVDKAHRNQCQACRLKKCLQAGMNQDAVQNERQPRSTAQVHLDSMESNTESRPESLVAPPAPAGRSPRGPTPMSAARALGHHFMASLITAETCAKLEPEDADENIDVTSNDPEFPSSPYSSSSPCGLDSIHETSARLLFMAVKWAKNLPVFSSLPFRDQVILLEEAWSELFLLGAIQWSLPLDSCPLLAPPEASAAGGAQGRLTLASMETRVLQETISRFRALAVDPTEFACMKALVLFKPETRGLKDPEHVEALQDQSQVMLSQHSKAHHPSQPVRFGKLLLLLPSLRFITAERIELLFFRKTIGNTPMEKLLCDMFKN
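Material – GST-tagged NR2E3 plus biotinylated RetCOR corepressor · Quantity – NR2E3 fusion 1.35 nM · Times – 5 h incubation at 4 °C · Medium – pH 7.5 Tris-based buffer · Technique – TR-FRET, Eu(K)-anti-GST donor, streptavidin-D2 acceptor, ex 340, em 617/671 nm · Benchmarks – high control biotin, low control 0.6% DMSO · Format – 1536-well plates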
MITF TRPM1 inh: inhibitors of MITF-driven TRPM1 promoter in melanoma cells; SK-MEL-5 TRPM1 promoter luciferase, 24 h; inhibition, % at 12.5 µM; actives 0.83% (n = 330,000); AID 488899;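 active means mean inhibition across replicates of 60% or more, whatever share of single replicates reaches that level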; further: values of inactives mirror those of a sister screen read the other way
KKLEB cytotox: counter-screen for CF NF-kB inhibitors: cytotoxicity | KKLEB CF airway cells viability, ATPlite luminescence, overnight; active compounds read low; cells stimulated with P. aeruginosa culture filtrate | activity change (cytotoxicity), % at 5 µM | actives 0.36% (n = 360,000) | AID 602141;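 active means corrected activity change at or below -50% at 5 µM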
NR2E3 ag-2: agonists of human NR2E3 nuclear receptor; actives 0.35% (n = 360,000); inhibition of corepressor binding, % at 3.98 µM; AID 602229; Q9Y5X4; CHO-S Gal4-NCOR/VP16-NR2E3 two-hybrid, luciferase;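 active means inhibition above the mean of all tested compounds plus 3 SD, cut at about 70% in these data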;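 further: 0% = DMSO with NR2E3 transfected cells and 100% = cells lacking NR2E3 construct; higher means lower luciferase signal from less NR2E3 corepressor binding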
The depositor's hits bear a star; · = not tested or not shown.

SMILES	LMP1 NFkB inh	HIF-2a block	TRAIL sens C8	iPSC survival up	Peg3 promoter	CF NFkB block	Shn3 3UTR inh	NR2E3 ag-1	MITF TRPM1 inh	KKLEB cytotox	NR2E3 ag-2
CN1CCN(C(=O)Nc2ccccc2CC[N+](=O)[O-])CC1	-18	3	5	-0.2	8	-7	0	-3	20	11	-7
CC(=O)c1c(C)[nH]c(C(=O)OCC(=O)c2ccc3c(c2)NC(=O)CO3)c1C	0	2	3	1.6	3	-12	16	·	4	1	13
Cc1ccc(C2C=C(c3ccccc3)Nc3nc(N4C(=O)CCC4=O)nn32)cc1 (stereo not given)	-8	14	8	-0.2	-4	-14	9	·	-3	6	-13
Cc1ccc(C)c(OCC(=O)Nc2c(C)n(C)n(-c3ccccc3)c2=O)c1	0	10	-32	0.2	6	-18	-7	4	-8	10	14
Oc1ccc(-c2[nH]ncc2-c2ccc(Br)cc2)c(O)c1	3	13	-4	0.0	38	14	-14	·	5	-7	-40
COc1ccc(N2CCN(C(=O)CN3C(=O)NC(C)(C4CC4)C3=O)CC2)cc1 (stereo not given)	3	8	5	-0.8	-7	-16	-3	0	·	19	10
C/C=C1\COC(C(=O)NCc2ccccc2)(C(F)(F)F)C=C1C=C1CCCCC1 (stereo not given)	-6	18	13	2.0	15	27	17	2	-7	-6	17
CCCCC(=O)Nc1ccc(C(=O)N(CC)c2ccccc2C)cc1	-7	10	2	0.3	17	16	9	0	9	-6	5
CCOc1ccc(S(=O)(=O)N2CCCCC2)cc1NS(=O)(=O)c1cccs1	-5	3	-7	-0.4	-15	11	-6	2	-12	6	-17
CCc1ccc(C(=O)c2cc3ccc(O)cc3oc2=O)cc1	-1	-123	-9	1.2	-45	-19	4	0	20	-2	-51
CC1CCCCC12NC(=O)N(CC(=O)NCc1cccs1)C2=O (stereo not given)	0	11	-10	0.3	0	-17	-8	·	·	-2	-3
COc1ccccc1OCc1nnc(SCC(=O)Nc2ccc(N3CCOCC3)cc2)n1C	-4	-15	2	0.2	-27	-2	13	0	-17	14	-10
O=C(NN1C(=O)/C(=C/C=C/c2ccco2)SC1=S)c1ccncc1	·	20	13	-0.1	8	9	2	25*	·	-8	-16
COC(=O)CSc1nnc(NC(=O)/C=C\c2ccc3c(c2)OCO3)s1	-2	5	53*	-2.1	28	6	-11	1	-2	2	-7
C=CCNC(=O)c1ccc(CNS(=O)(=O)c2ccc(NC(C)=O)cc2)cc1	0	11	-3	-0.8	12	-1	9	1	1	-11	13
COc1cc(C(=O)/C=C/c2cccnc2)ccc1O	10	-28	-1	-0.3	-63	1	-41	6	7	7	-2
O=C(NC12CC3CC(CC(C3)C1)C2)N1CCC(n2nnc3ccccc32)CC1	10	10	4	6.5	2	4	-6	1	-4	-10	-2
Cc1onc(-c2ccccc2)c1C(=O)OCC(=O)N1CCC(C)CC1	-1	4	-5	-0.2	-2	-19	-23	5	2	-8	-5
CC(C)(C)c1ccc(C2SCC(=O)N2c2cccc(C(=O)O)c2)cc1 (stereo not given)	0	-40	-2	1.5	-50	14	-16	2	-6	10	1
CN(C)S(=O)(=O)c1cccc(C(=O)Nc2ccccc2[N+](=O)[O-])c1	3	4	-2	-0.1	18	11	3	-1	25	-4	-4
CCOc1ccc(C(=O)Nc2cnn(Cc3ccc(Cl)c(Cl)c3)c2)cc1	-7	0	-3	-3.8	11	-16	16	-3	-8	2	66
COc1ccc(/C=C/C(=O)OCC(=O)c2ccc3c(c2)NC(=O)CO3)cc1	1	3	13	-0.7	20	5	4	1	10	-19	-5
COc1ccccc1-n1c(-c2ccc(F)cc2)coc1=O	4	13	-9	-0.5	2	-13	-18	0	9	0	-12
Cc1cc(C)c(C)c(S(=O)(=O)NCCCn2ccnc2)c1C	-2	15	4	-0.5	14	17	-30	4	6	-16	-30
CC(=O)c1ccc(NC(=O)C2(c3ccccc3)CC2(Cl)Cl)cc1 (stereo not given)	-6	-106	-2	-0.2	-79	8	-26	-2	-46	1	-75
CC(C)Cn1c(CN2C(=O)c3ccccc3C2=O)nc2ccccc2c1=O	-2	7	6	3.4	11	-6	12	3	1	2	7
COc1ccc(OC)c(/C=C2\SC(=S)N(N3CCOCC3)C2=O)c1	-10	-1	25	0.3	6	22	-7	-1	-7	-10	9
CN1CCN(/C=N/c2c(C#N)cnn2Cc2ccccc2)CC1	0	4	-12	-0.9	11	-8	0	0	4	-6	-14
S=c1[nH]nc(-c2ccccc2)n1/N=C/C=C/c1ccco1	-16	2	-9	0.8	13	-3	-17	5	3	-10	-23
NC(=O)SCC(=O)Nc1ccc(Cl)c(Cl)c1	-15	13	-2	3.9	66*	-17	-8	2	3	16	-52
COc1ccc(OC)c(-c2cc(C(=O)N/N=C(\C)c3cccnc3)c3ccccc3n2)c1	5	10	-4	-0.5	8	11	-14	·	5	-9	-29
CCN(CC)CCn1c(=S)[nH]c2ccc(Cl)cc2c1=O	3	11	-14	-2.2	7	-12	7	0	-6	1	1
O=C(CSc1nnc(CCc2ccccc2)n1-c1ccc(Cl)cc1)c1ccccc1	-6	18	26	-0.3	21	-4	11	1	0	12	-11
O=C(CSc1ccc(-c2nc3ccccc3[nH]2)cn1)Nc1ccc2c(c1)OCCO2	-57	-80	12	1.0	-97	23	-46	-7	-149	-27	-1
COc1cccc(CNC(=O)CSc2nnc3c(n2)[nH]c2ccccc23)c1	6	14	-2	-0.5	17	-7	3	0	9	0	-1
c1ccc2oc(Cc3ccc(Cc4nc5ccccc5o4)cc3)nc2c1	5	9	30	1.9	10	-8	53	3	11	8	19
O=[N+]([O-])c1ccc(OCC(O)CNC2CCCC2)cc1 (stereo not given)	-4	17	2	2.0	9	-10	-2	-2	-3	2	-9
CC(C)(O)c1ccccc1CC[C@@H](SCC1(CC(=O)O)CC1)c1cccc(/C=C/c2ccc3ccc(Cl)cc3n2)c1	-7	-186	-2	-1.7	-234	20	-33	0	-4	-4	-101
O=[N+]([O-])c1cc(Br)c(O)c(/C=N/Nc2nc3ccccc3s2)c1	-5	-70	51*	0.5	35	64*	-5	·	13	-17	-21
COc1ccc(C(=O)N/N=C/c2ccc(OC)c(OS(=O)(=O)c3ccccc3)c2)cc1	-7	14	-6	8.1	10	-36	14	-1	1	27	-35

Ordered by count of non-hydrogen atoms (ascending): some entries from above
SMILES	LMP1 NFkB inh	HIF-2a block	TRAIL sens C8	iPSC survival up	Peg3 promoter	CF NFkB block	Shn3 3UTR inh	NR2E3 ag-1	MITF TRPM1 inh	KKLEB cytotox	NR2E3 ag-2
CCc1ccc(C(=O)c2cc3ccc(O)cc3oc2=O)cc1	-1	-123	-9	1.2	-45	-19	4	0	20	-2	-51
O=C(NN1C(=O)/C(=C/C=C/c2ccco2)SC1=S)c1ccncc1	·	20	13	-0.1	8	9	2	25*	·	-8	-16
CCOc1ccc(S(=O)(=O)N2CCCCC2)cc1NS(=O)(=O)c1cccs1	-5	3	-7	-0.4	-15	11	-6	2	-12	6	-17

(continued)
SMILES	LMP1 NFkB inh	HIF-2a block	TRAIL sens C8	iPSC survival up	Peg3 promoter	CF NFkB block	Shn3 3UTR inh	NR2E3 ag-1	MITF TRPM1 inh	KKLEB cytotox	NR2E3 ag-2
Cc1ccc2c(c1)-c1cc(C)ccc1C2=O	-5	-17	-7	-2.9	-20	11	-17	·	-11	5	-17
Cc1onc(-c2c(F)cccc2Cl)c1C(=O)ONC(=O)c1ccco1	2	20	-4	0.0	0	14	4	2	-6	-14	-6
O=C(COC(=O)COc1ccc(Cl)cc1)NC1CCCCCC1	-2	6	9	0.1	-2	-18	-5	·	-7	-25	8
CCOc1ccccc1NC(=O)c1cccc(NC2=NC3CS(=O)(=O)CC3S2)c1 (stereo not given)	2	2	5	-1.6	7	7	14	5	·	1	14
CN1CC(=O)Nc2ccc(Br)cc2C1=O	1	19	-20	0.5	21	0	-9	-2	7	7	0
Cc1cc(C)cc(NC(=S)NCCCO)c1	-27	15	2	0.3	8	8	-47	-3	12	5	2
O=c1[nH]c2ccccc2n2c(-c3ccccc3)nnc12	4	10	-6	-2.1	-4	1	19	-9	8	5	-10
CCOC(=O)c1cccc(NC(=O)c2cccnc2)c1	-6	-18	0	0.7	-6	6	1	0	4	-8	-9
COc1cc(C(=O)Nc2cc(C)nn2-c2ccccc2)cc(OC)c1OC	0	5	-6	1.1	1	-12	-4	2	-2	3	18
COc1ccc(S(=O)(=O)N2CCCCCC2)cc1C(=O)N(C)CC(=O)Nc1ccccc1C(F)(F)F	-11	2	-14	0.6	1	-1	13	3	7	-16	-20
Cc1cc(CNC(=O)CC2C(=O)NCCN2Cc2ccccc2C(F)(F)F)on1 (stereo not given)	-9	12	1	-1.0	12	-3	18	0	-13	2	16
Cc1ccc(NNC(=O)c2c(F)cccc2Cl)cc1Cl	-4	-2	14	0.6	2	-7	-1	-4	-2	17	-17
O=C(Nc1cccc(S(=O)(=O)N2CCCCCC2)c1)c1ccc2c(c1)OCO2	4	6	12	2.0	10	-9	-9	-1	7	-8	10
Cc1noc(C)c1CSCC(=O)Oc1ccc(N(C)S(=O)(=O)c2ccc(Cl)cc2)cc1	-1	12	-5	-0.3	10	28	0	-3	3	6	4
CC(=O)c1cccc(NC(=O)c2ccccc2N(Cc2ccccc2)S(C)(=O)=O)c1	7	11	2	0.8	15	-11	16	-1	1	12	-10
CCN(CC)CCNC(=O)c1ccc(CS(=O)(=O)c2ccccc2C)o1	-4	19	-10	0.6	-33	-8	12	1	14	4	-13
Cc1c(NC(=O)C(C)N2CC(C)OC(C)C2)c(=O)n(-c2ccccc2)n1C (stereo not given)	3	18	-3	-1.8	1	-2	9	0	1	8	9
C=CCn1c(=NC(=O)c2ccc(S(=O)(=O)N3CCc4ccccc4C3)cc2)sc2cc(S(N)(=O)=O)ccc21	4	27	8	-0.5	72*	22	35	1	17	-14	6
Fc1cccc(-c2cc3nc(-c4ccccc4)cc(N4CCC5(CC4)OCCO5)n3n2)c1	-19	14	7	-4.1	20	-10	20	-1	-6	-1	16
Cc1cccc(-c2noc(CN(C)C(=O)COc3ccccc3)n2)c1	-2	-9	-7	-0.4	1	12	2	2	-8	-17	-4
O=C(NCCN1CCOCC1)c1ccc(CS(=O)c2ccccc2Cl)o1 (stereo not given)	5	1	15	0.6	13	-14	-10	-4	5	0	1
Cc1ccc(C2=NN(Cc3nnc(-c4ccccc4)o3)C(=O)SC2)cc1	15	-11	-16	3.4	10	-23	10	-1	-4	3	-22
O=C(NC(=S)N1CCN(Cc2ccccc2)CC1)c1ccccc1	5	3	2	-0.1	-1	4	20	-5	10	2	-8
COc1ccccc1NC(=O)C(=N\O)/C(C)=N/O	-6	14	-2	1.0	-4	-18	11	-2	13	16	-25
COCCCC1CCN(C(=O)C2CCC(=O)N(CCc3ccccc3)C2)CC1 (stereo not given)	-16	-147	-4	-0.3	-151	-16	-68	1	-27	16	-46
Cc1ccc(C(=O)NC2CC(C)(C)NC(C)(C)C2)cc1S(=O)(=O)N1CCCCC1	-1	8	5	-0.6	-1	-7	-3	-5	-5	-3	-9

A portion of the library; the hit share may differ from the screen's.
